# MrgX1 PAM – human MrgX1 positive allosteric modulation, primary screen; actives 0.63% (n = 310,000); MrgX1-HEK293, Fluo-4 calcium flux, FDSS; active compounds read high; Q96LB2; B-score at 10 µM;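 active = plate-corrected calcium response at least 3 library SD above typical, normal starting fluorescence, not activating the receptor alone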;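 also: compound read alongside a low EC10 to EC30 dose of BAM8-22 agonist; peak minus trough fluorescence over baseline measured at the second addition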
# Target sequence (Q96LB2 whole entry, looked up): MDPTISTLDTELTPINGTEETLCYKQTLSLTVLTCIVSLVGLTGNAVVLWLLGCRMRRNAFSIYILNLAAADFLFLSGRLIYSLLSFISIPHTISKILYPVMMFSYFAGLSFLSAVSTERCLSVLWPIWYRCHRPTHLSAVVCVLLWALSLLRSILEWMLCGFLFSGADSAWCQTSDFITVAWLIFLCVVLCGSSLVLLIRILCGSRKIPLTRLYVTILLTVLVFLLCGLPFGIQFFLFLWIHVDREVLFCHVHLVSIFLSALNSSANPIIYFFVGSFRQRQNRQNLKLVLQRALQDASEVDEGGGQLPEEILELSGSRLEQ
# TRPC4 block – inhibitors of mouse TRPC4 channel; HEK293 TRPC4beta/mu-opioid, DAMGO-evoked Fluo4 calcium flux; active compounds read low; Q9QUQ5; B-score at 10 µM; actives 0.39% (n = 300,000);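 active = B-score over 3 SD under the library average, no early fluorescence shift, positive overall ratio signal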
#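 Assay system: HEK293 cells with stable TRPC4beta plus mu-opioid receptor expression. Dosing: single dose. Measured by: Fluo4 Ca2+ flux fluorescence. Also added: DAMGO in two steps, submaximal then maximal. Read-out: B score from integrated Fluo4 fluorescence ratio.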
# MrgX1 antagonist – human MrgX1 receptor antagonism, primary screen. Q96LB2. MRGX1-HEK293 calcium flux, Fluo-4, BAM8-22 antagonism; active compounds read low. B-score at 10 µM. actives 1.3% (n = 310,000). AID 588676;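 active = calcium-response B-score plate-corrected more than 3 library SD below zero, starting fluorescence within 5 deviations, no agonist response on first addition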;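 also: peak minus trough fluorescence over baseline after final BAM8-22 challenge near maximal dose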
# HIF activator – HIF pathway transcriptional activation. activation, % at 7.5 µM (by protocol). U2OS HRE-luciferase reporter, luminescence; normalized: DMSO 0%, desferrioxamine 100%. AID 1910. actives 0.32% (n = 300,000);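 active = mean activation of at least 10% of the iron chelator positive control signal, with at least half of replicates also reaching 10%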
# MrgX1 agonist – human MrgX1 receptor agonism, primary screen | actives 0.44% (n = 310,000) | B-score at 10 µM | Q96LB2 | AID 588627 | MrgX1-HEK293 cells, Fluo-4 calcium fluorescence, agonist mode; active compounds read high;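 active = calcium response B-score plate-corrected fluorescence ratio at least 3 library SD, with starting fluorescence B-score inside 5 SD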
#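 Assay system: MrgX1-expressing HEK293 cells / Amount: fifteen thousand cells per well / Doses: test compound in the initial addition of three / Timing: cells plated overnight, dye loaded 0.5 h 37 °C, 0.5 h room temperature / Technique: kinetic calcium dye fluorescence, Fluo-4 NW / Control set: positive and negative controls per plate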
# SKKanGAS inh – blocks kanamycin growth of S. pyogenes SKKanGAS strain. BacTiter-Glo, 6 h. inhibition, % at 7.5 µM. actives 1.3% (n = 300,000). AID 1662;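 active = mean replicate score, as percent of positive control median, at least 50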;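 also: strain carries kanamycin resistance gene driven by streptokinase promoter and grows in 40 µg/ml kanamycin; loss of luminescence reflects streptokinase promoter inhibition or plain growth inhibition; 0% = median of DMSO wells and 100% = positive control at its reference dose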
# RGS4 block – inhibitors of human RGS4. P49798. B-score at 10 µM. actives 0.45% (n = 310,000). HEK293 M3R/RGS4 inducible, Fluo-4 calcium flux; active compounds read high; triggered by carbachol at its EC20;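 active = B-score, a plate-corrected calcium signal, over three deviations above library mean, with baseline fluorescence within five deviations of library mean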;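 also: RGS4 expression induced by doxycycline in cells with stable M3 receptor; B-score is computed from the integrated fluorescence ratio over baseline after carbachol; higher B-score means a larger calcium signal and so more RGS4 inhibition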
# Target sequence (P49798 whole entry, looked up): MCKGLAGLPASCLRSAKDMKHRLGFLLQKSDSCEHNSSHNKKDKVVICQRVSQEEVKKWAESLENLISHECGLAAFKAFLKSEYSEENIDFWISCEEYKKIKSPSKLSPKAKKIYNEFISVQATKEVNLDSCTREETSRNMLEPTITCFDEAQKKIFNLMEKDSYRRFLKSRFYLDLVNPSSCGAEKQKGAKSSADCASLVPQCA
# Platelet DG rel – modulates dense granule release in human platelets; human platelet-rich plasma, SFLLRN dense granule ATP release, luminescence; inhibition, %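 (compounds screened at 7.5 µM in platelet-rich plasma)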; actives 0.22% (n = 300,000); AID 1663;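 active = mean replicate score, as percent of positive control, at or above 50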
# RGS4 pot – potentiators or activators of RGS4 | actives 0.92% (n = 310,000) | HEK293 M3R/inducible RGS4, carbachol calcium flux Fluo4; active compounds read low | B-score at 10 µM;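 active = B-score of the integrated calcium signal more than 4 SD below the library mean, with starting fluorescence not abnormally high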;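 also: negative B-score means reduced calcium response which marks RGS4 activation or potentiation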
#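 System – HEK293 FlpIn-TREx cells, stable M3R, doxycycline-inducible RGS4 · Reagent – ECmax carbachol challenge · Times – compound preincubation 20 min at room temperature before agonist · Technique – Fluo4 fluorescence kinetic imaging of calcium · Measure – B score of integrated Fluo4 ratio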
# TRPC6 inh – blocks the mouse TRPC6 cation channel | HEK293-TRPC6, membrane potential dye, ACh-evoked depolarization; active compounds read low | AID 2553 | B-score at 10 µM | actives 1.1% (n = 310,000);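 active = B-score under library mean minus 3 SD, initial fluorescence not abnormally high, positive integrated signal ratio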;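 also: B-score derived from integrated fluorescence ratio over the kinetic read; more negative B-score means stronger inhibition of depolarization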
# TRPC6 act – activates the mouse TRPC6 cation channel; Q61143; HEK293-TRPC6 membrane potential dye fluorescence; active compounds read high; B-score at 10 µM; actives 0.13% (n = 310,000);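 active = B-score of the integrated fluorescence ratio above library mean plus 3 SD, and starting fluorescence ratio within library mean plus 5 SD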;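 also: higher score means more depolarization so channel activation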
# The depositor's hits bear a star; i = inactive; · = not tested or not shown.
SMILES,MrgX1 PAM,TRPC4 block,MrgX1 antagonist,HIF activator,MrgX1 agonist,SKKanGAS inh,RGS4 block,Platelet DG rel,RGS4 pot,TRPC6 inh,TRPC6 act
CCCCCCCCCS(=O)(=O)N/N=C/c1cccc([N+](=O)[O-])c1,i,i,i,71*,i,11,i,0,i,i,i
Cc1ccc(CSCC(=O)NCc2cccnc2)cc1,i,i,i,0.0,i,-3,i,-9,i,i,i
Cc1ccc(C)c(-c2cc(C(=O)Nc3nccs3)c3ccccc3n2)c1,i,i,i,-0.5,i,20,i,-7,-7.7*,i,i
COc1ccc(S(=O)(=O)N2CCC(C(=O)N3CCCCC3)CC2)cc1Cl,i,i,i,-0.5,i,-16,i,-7,i,i,i
Cc1cc(C)c(C#N)c(SCc2[nH]nc3c2C(c2ccc(F)cc2)C(C#N)=C(N)O3)n1 (configuration not stated),i,i,i,-0.5,i,8,i,5,i,i,i
Cc1c(C(=O)OC/C(O)=C(\C#N)c2nc3ccccc3[nH]2)oc2ccc(Br)cc12,i,i,i,-0.8,i,18,i,4,i,i,i
CN(C)Cc1c(O)ccc2c1O/C(=C\C=C\c1ccccc1)C2=O,i,i,i,0.8,i,-3,i,3,i,i,i
CC(C)Cc1ccc(C(C)NC(=O)Cc2ccc(S(=O)(=O)N3CCOCC3)s2)cc1 (configuration not stated),i,i,i,-0.1,i,2,i,-10,i,i,i
Cc1c2c(nc3ccccc13)CC(C)(C)CC2=O,i,i,i,-0.1,i,-3,i,7,i,i,i
CCC(=NCCc1c(C)[nH]c2ccccc12)C1=C(O)CC(c2ccccc2)CC1=O (configuration not stated),i,i,i,0.1,i,8,i,18,i,i,i
CCN(CC)C(=O)C1c2ccccc2Oc2ccccc21,i,i,i,-1.8,i,10,i,3,i,i,i
Cn1c(COc2ccccc2)nnc1SCC(=O)Nc1ccc(S(N)(=O)=O)cc1,i,i,i,0.2,i,-3,i,4,i,i,i
CCCNC(=O)N[C@@H](CCSC)C(=O)OC,i,i,i,0.0,i,-9,i,-8,i,i,i
O=C(CS(=O)(=O)Cc1ccccc1)Nc1ccc(S(=O)(=O)N2CCCCCC2)cc1,i,·,i,-0.2,i,-4,i,5,i,i,i
NS(=O)(=O)c1ccc(N2C(=O)C(=O)/C(=C(/O)c3ccccc3)C2c2ccc(Cl)cc2)cc1 (configuration not stated),i,i,i,0.3,i,2,i,-3,i,i,i
COc1ccccc1NC(=O)Oc1ccc(NC(=O)c2ccco2)cc1,i,i,i,0.4,i,-9,i,6,i,i,i
O=C(COc1ccc(Cl)cc1)NCc1nnc(SCC(=O)Nc2ccc(F)cc2F)o1,i,i,i,0.3,i,-33,i,-10,i,i,i
COc1cccc(N2CCN(c3ccc4nnc(CCC(=O)Nc5ncccc5C)n4n3)CC2)c1,i,i,i,0.2,i,-1,i,5,i,i,i
O=C(CN1CCN(c2ccccc2)CC1)Nc1ccccc1Sc1ccccc1,i,i,i,-0.3,i,12,i,19,i,i,i
O=C(CSCc1ccccc1)N1CCN(Cc2ccc3c(c2)OCO3)CC1,i,i,i,-0.6,i,0,i,·,i,i,i
Cc1ccc(C(=O)N/C(=C/c2ccco2)C(=O)OCN2C(=O)c3ccccc3C2=O)cc1,i,i,i,0.4,i,5,i,3,i,i,i
Cc1cc(C)n2nc(C(=O)N(C)c3c(N)n(Cc4ccccc4)c(=O)[nH]c3=O)nc2n1,i,i,i,-1.4,i,-18,i,1,i,i,i
COc1cc2c(cc1OC)C(c1ccccc1)N(C(=O)c1ccccc1)CC2 (configuration not stated),i,i,i,-0.2,i,0,i,9,i,i,i
O=C(Cn1nnc(-c2ccccc2)n1)N=Nc1c(O)[nH]c2ccccc12,i,i,i,-0.3,i,-3,i,9,i,i,i
COc1ccc(-c2nnc(SCC(=O)NCC3CCCO3)n2C)cc1 (configuration not stated),i,i,i,-0.2,i,-1,i,-2,i,i,i
CCOC(=O)C1=NOC(CNC(=O)c2c(-c3ccccc3Cl)noc2C)C1 (configuration not stated),i,i,i,-0.1,i,-8,i,0,i,i,i
Cn1c(SCC(=O)Nc2cccc(F)c2)nnc1-c1cc2ccccc2o1,i,i,i,0.5,i,6,i,4,i,i,i
CCCCC1C(=O)CC[C@H]2[C@@H]1CC(=O)[C@@H]2C/C=C\CCCC(=O)O (some centres not stated),i,i,i,-0.1,i,-7,i,0,i,i,i
Cc1ccc(/C=N/NC(=O)c2nnn(-c3nonc3N)c2CNc2ccccc2)cc1,i,i,i,-0.4,i,9,i,6,i,i,i
NC(=O)Nc1ccc(C(=O)OCC(=O)Nc2cccc(S(=O)(=O)NC3=NCCCCC3)c2)cc1,i,i,i,-0.5,i,-12,i,-26,i,i,i
COC(=O)c1cnc(SC)nc1C,i,i,i,-0.3,i,4,i,4,i,i,i
Oc1ccc(F)cc1-c1cc(-c2ccc3c(c2)OCCO3)n[nH]1,i,i,i,2.9,i,56*,i,6,i,i,i
COCCn1c(COc2ccc(Cl)cc2)nnc1SCC(N)=O,i,i,i,0.1,i,-12,i,6,i,i,i
COc1ccc(CC(=O)NC2CC2)cc1OC,i,i,i,0.9,i,0,i,-1,i,i,i
Cc1cc(=O)c(C(=O)O)cn1-c1ccc(C(C)C)cc1,i,i,i,-0.2,i,8,i,3,i,i,i
COc1ccc(NS(=O)(=O)c2ccc(-c3ccccn3)s2)cc1,i,i,i,0.0,i,1,i,3,i,i,i
COC(=O)C1=C[C@@H](C(=O)OC)[C@@H]2C3=C(C(=O)[C@]2(C)NC(=O)c2ccccc2)[C@H](C)n2c(=O)n(C)c(=O)n2[C@@H]3C1,i,i,i,-0.2,i,0,i,1,i,i,i
Cc1ccc(NC(=O)c2oc3ccccc3c2NC(=O)C2CC2)cc1,i,i,i,0.2,i,-4,i,-39,i,i,i
CN(Cc1ccccc1)S(=O)(=O)CCNC(=O)c1ccc2c(c1)OCO2,i,i,i,-0.4,i,-7,i,-2,i,i,i
COc1ccc(CSc2nc(CSC)cc(N3CCOCC3)n2)cc1,i,i,i,0.0,i,-4,i,-2,i,i,i
CCCCCn1c(=S)[nH]c2cc(C(=O)N3CCN(C(=O)OCC)CC3)ccc2c1=O,i,i,i,1.4,i,14,i,13,i,i,i
Cc1ccc2c(c1)C(=O)C(=O)N2CC(=O)Nc1ccccc1NC(=O)c1ccccn1,15*,i,i,1.0,i,0,i,2,i,i,i
COc1ccc(CNC(=O)CCCn2nc([N+](=O)[O-])cc2C)cc1,i,i,i,0.0,i,0,i,-2,i,i,i
Cn1c(SCc2nn[nH]n2)nc2c1c(=O)n(Cc1ccccc1Cl)c(=O)n2C,i,i,i,0.3,i,3,i,-4,i,i,i
COc1cccc(Oc2nnnn2-c2ccccc2)c1,i,i,i,1.8,i,-8,i,-14,i,i,i
Brc1ccc(-c2csc(N/N=C/c3cccnc3)n2)cc1,i,i,i,1.8,i,11,8*,-23,i,i,i
O=c1c2ccccc2ncn1CCCCOc1ccc(Br)cc1,i,i,i,0.1,i,-4,i,16,i,i,i
CC(=O)Nc1nc(=O)c2ccccc2s1,i,i,i,0.0,i,-1,i,11,i,i,i
COc1ccc(NC(=O)c2ccc(=O)[nH]c2)cc1S(=O)(=O)N1CCCCC1,i,i,i,-0.3,i,-8,i,-20,i,i,i
O=[N+]([O-])c1ncccc1Oc1nc(-c2cccnc2)nc2ccccc12,i,i,i,·,i,9,i,2,i,i,i
CCn1c(=O)c2cc(C(=O)N(C)c3ccc(OC)cc3OC)sc2c2ccccc21,i,i,i,-0.1,i,15,i,3,i,i,i
CCCCN(CC)S(=O)(=O)c1c(C)[nH]c(=O)[nH]c1=O,i,i,i,0.0,i,3,i,6,i,i,i
CCOC(=O)c1ccc(NC(=O)c2nc[nH]c2C(=O)N[C@H](C)c2ccccc2)cc1,i,i,i,-0.1,i,78*,i,4,i,i,i
COc1ccc2cc(C(=O)C3CCCN(C(=O)Cc4c(C)noc4C)C3)ccc2c1 (configuration not stated),i,i,i,-0.1,i,0,i,-1,i,i,i
COc1ccc(-c2cc3ccccc3oc2=O)cc1NC(=O)c1cccnc1,i,i,i,0.2,i,3,i,3,i,i,i
O=C(NCCN1CCN(Cc2ccccc2)CC1)Nc1cc(Cl)cc(Cl)c1,i,i,i,-0.3,i,8,i,-9,i,i,i
COC(CNC(=O)C1CCCCC1C(=O)O)OC (configuration not stated),i,i,i,0.0,i,-3,i,-1,i,i,i
Cc1cc(-n2c(C)cc(C(=O)COc3ccccc3[N+](=O)[O-])c2C)no1,i,i,i,2.1,i,-4,5.1*,5,i,i,i
COc1cc(C(=O)Nc2ccc(C(=O)O)cc2)ccc1OC(C)=O,i,i,i,-0.3,i,15,i,47,i,i,i
Nc1nc(CSc2nc3ccccc3[nH]2)nc(N2CCOCC2)n1,i,i,i,-0.1,i,-2,i,0,i,i,i

# Further structures.
SMILES,MrgX1 PAM,TRPC4 block,MrgX1 antagonist,HIF activator,MrgX1 agonist,SKKanGAS inh,RGS4 block,Platelet DG rel,RGS4 pot,TRPC6 inh,TRPC6 act
O=C(Nc1cccc(F)c1)Nc1ccc2c(c1)CCC2,i,i,i,3.6,i,-2,i,3,i,i,i
C/C(=N/NC(N)=S)c1ccc(Br)s1,i,i,i,-0.2,i,-6,i,2,i,i,i
COC(=O)COc1ccc(S(=O)(=O)Nc2ccc(NC(C)=O)cc2)cc1C,i,i,i,-0.1,i,-7,i,10,i,i,i
COc1ccc(-c2cc(Cl)cc3c(=O)c4ccccc4n(C)c23)cc1F,i,i,i,-0.7,i,19,i,2,i,i,i
CCOP(=O)(OCC)c1nc(-c2ccccc2)oc1N1CCCCC1,i,i,i,0.3,i,1,i,-1,i,i,i
Clc1cc(Br)ccc1OCCCNCc1ccccc1,i,i,i,0.2,i,9,i,-4,i,i,i
COCC(=O)Nc1c(C(=O)Nc2ccc3c(c2)OCCO3)oc2ccccc12,i,i,i,0.2,i,14,i,5,i,i,i
O=C(Cc1cccs1)Nc1ccccc1,i,i,i,0.3,i,2,i,-3,i,i,i
Cc1cc(C)nc(SCc2cn3ccccc3n2)n1,i,i,i,1.1,i,13,i,4,i,i,i
